# From PubChem
# VLA-4 allo ag: allosterically activates the human VLA-4 integrin. P13612. Jurkat cells, LDV-FITC binding, flow cytometry. activation, % at 10 µM (by protocol). 24,000 tested, under 10 active;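 active = fluorescent ligand binding to cells raised by more than 40% of the manganese-induced maximum; inconclusive = compound's own fluorescence above 85% of the ligand control signal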;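 note: 0% = ligand binding without compound and 100% = manganese-stimulated maximal binding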
# Target sequence (P13612 whole entry, looked up): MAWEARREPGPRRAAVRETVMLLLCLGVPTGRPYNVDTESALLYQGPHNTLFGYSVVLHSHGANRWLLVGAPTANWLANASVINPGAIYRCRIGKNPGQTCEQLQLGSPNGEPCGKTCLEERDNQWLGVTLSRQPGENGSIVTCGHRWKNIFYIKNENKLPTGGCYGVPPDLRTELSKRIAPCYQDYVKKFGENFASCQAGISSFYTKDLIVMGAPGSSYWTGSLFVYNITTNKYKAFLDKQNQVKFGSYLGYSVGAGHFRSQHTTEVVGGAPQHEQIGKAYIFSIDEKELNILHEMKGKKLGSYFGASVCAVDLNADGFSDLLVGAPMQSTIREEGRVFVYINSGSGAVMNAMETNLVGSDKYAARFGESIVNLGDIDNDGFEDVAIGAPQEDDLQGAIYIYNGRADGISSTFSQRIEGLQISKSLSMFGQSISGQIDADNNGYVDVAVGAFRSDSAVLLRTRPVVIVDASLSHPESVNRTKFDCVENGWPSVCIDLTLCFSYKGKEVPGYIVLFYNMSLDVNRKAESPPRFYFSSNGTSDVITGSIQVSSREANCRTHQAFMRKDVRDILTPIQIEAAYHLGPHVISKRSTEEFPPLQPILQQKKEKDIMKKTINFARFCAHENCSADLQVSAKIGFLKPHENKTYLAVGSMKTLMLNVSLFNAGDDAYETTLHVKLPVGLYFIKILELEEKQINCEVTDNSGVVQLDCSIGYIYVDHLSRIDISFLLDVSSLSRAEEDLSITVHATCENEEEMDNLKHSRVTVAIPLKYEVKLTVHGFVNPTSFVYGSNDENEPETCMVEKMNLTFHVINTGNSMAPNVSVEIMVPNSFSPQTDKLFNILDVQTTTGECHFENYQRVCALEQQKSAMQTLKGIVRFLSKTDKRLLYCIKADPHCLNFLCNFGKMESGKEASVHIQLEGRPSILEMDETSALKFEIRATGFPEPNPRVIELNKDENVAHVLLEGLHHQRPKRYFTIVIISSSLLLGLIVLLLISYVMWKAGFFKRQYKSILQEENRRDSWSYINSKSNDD
# LNCaP diff act: LNCaP prostate cell differentiation activation; flow cytometry side scatter, 4 d; side scatter shift, % at 10 µM; 24,000 tested, 0.56% active; AID 795;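 active = side scatter shift above 30%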;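 note: androgen-responsive LNCaP prostate cancer cells in charcoal-stripped serum medium; percent of cells past a gate set so DMSO wells show 10% shift; higher shift means more granular cells and more differentiation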
# VLA-4 antagonist: inhibitors of LDV-FITC ligand binding to Mn2+-activated human VLA-4 integrin | P13612 | Jurkat cells, LDV-FITC binding with Mn2+, flow cytometry; 100% = Mn2+-driven binding gain fully reversed | inhibition, % at 10 µM (by protocol) | 24,000 tested, 0.2% active;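 active = inhibition above 50%; inconclusive = compound itself fluorescent, judged against control cell fluorescence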;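 note: 0% = Mn2+ stimulated cells lacking compound and 100% = ligand binding without Mn2+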
# Autofluor Jurkat: autofluorescence counter-screen for VLA-4 integrin assays; AID 576; 24,000 tested, 0.61% active; fluorescence ratio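 (tested at 10 µM compound in the well)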; Jurkat cells, compound autofluorescence, flow cytometry; hits give high values; 1 = vehicle-only cell background;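 active = fluorescence ratio above 2.44, which is 1 plus 3 SD of all ratios; inconclusive = signal too bright to measure linearly, ratio around 10 or more; inactive = fluorescence ratio below 2.44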;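 note: green fluorescence of cells measured with 488 nm excitation and 530 nm emission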
# * marks the source's active call; other numbers are inactive results; ? = inconclusive; . = not tested or not shown.
SMILES,VLA-4 allo ag,LNCaP diff act,VLA-4 antagonist,Autofluor Jurkat
O=C(Nc1ccn(C2CC(OC(=O)c3ccccc3)C(CO)O2)c(=O)n1)c1ccccc1 (stereo unspecified),5,23,0,1.1
N#CC1=C(N)N(c2ccccc2C#N)C2=C(C(=O)CCC2)C1c1ccsc1 (stereo unspecified),?,10,?,1.4
CCOC(=O)C1CCN(C(=O)Nc2ccc(NC(=O)C3CCN(C(=O)OCC)CC3)cc2)CC1,3,1,-12,1.1
CCOC(=O)C1CCN(Cc2ccc(C(=O)OC)cc2)CC1,4,12,-17,1.1
CCOc1ccc(N(CC(=O)Nc2cccc(F)c2)S(=O)(=O)c2c(C)noc2C)cc1,-7,19,6,1.1
O=C(CC1N=C2c3ccccc3N=C(SCc3ccc(Cl)cc3)N2C1=O)NCc1ccco1 (stereo unspecified),?,7,?,1.2
C=C(C)CSc1nnc(-c2cccc(S(=O)(=O)N(C)C)c2)n1-c1cc(OC)ccc1OC,-10,7,30,1
Nc1nc(NCc2ccco2)nn1-c1ccccc1,0,4,-7,1
CCOC(=O)C1CCN(c2nc3ccccc3nc2C(C#N)C(=O)OCCOC)CC1 (stereo unspecified),1,.,-6,1.1
Cn1cccc1Cc1nnc(SCC(=O)NCc2ccc3c(c2)OCO3)n1CCc1ccccc1,-4,10,-1,1.1
CCOC(=O)CCCCNCc1ccccc1,5,6,-15,1
CCOC(=O)C1CCCN(C(=O)c2cc(=O)c3ccccc3o2)C1 (stereo unspecified),6,10,-4,1
Cn1c(=O)c2c(-c3ccncc3)c3c(nc2n(C)c1=O)-c1ccccc1C3=O,-2,9,-14,1
Cc1cccc(OCC(=O)Nc2ccccc2N2CCN(C(=O)C(C)C)CC2)c1C,2,12,3,0.98
COC(=O)c1ccccc1NC(=O)CN1C(=O)C2CCCN2c2ncc(Cl)cc21 (stereo unspecified),?,8,?,1.5
Cc1nc(S(=O)(=O)N(C)Cc2ccccc2)c(C#N)c(C)c1Cl,-1,7,1,1.1
O=C(NCCN1CCOCC1)c1ccc2c(c1)N(Cc1ccccc1)CCS2,-1,4,0,1
CCOC(=O)N1CCN(C(=O)c2cn(CCOC)c(=O)c3c2c2ccccc2n3C)CC1,-1,14,10,1
Cc1ccc(C(=O)CC(C(=O)O)c2cn(CCC#N)c3ccccc23)cc1 (stereo unspecified),-2,2,-16,1.1
CCOC(=O)C1CCN(C(=O)C2c3ccccc3C(=O)N(C)C2c2ccc(OC)cc2)CC1 (stereo unspecified),-1,10,3,1.1
O=C(NCC1CCCO1)c1nnc(Cc2ccc(F)cc2)o1 (stereo unspecified),?,5,?,1
Cc1cccc(N(C)S(=O)(=O)c2ccc3[nH]cc(C(=O)N4CCOCC4)c(=O)c3c2)c1,4,6,-8,1.1
CN(C(=O)Cn1c(=O)n(CCCCC(=O)NC2CCCC2)c(=O)c2ccccc21)C1CCCCC1,0,7,-12,0.96
Cc1cc(C)n2cc(CSc3nnnn3-c3ccc(Cl)cc3)nc2n1,-8,23,2,1
O=C(NCc1ccc2c(c1)OCO2)c1nnc(Cc2ccc(Cl)cc2)o1,?,21,?,0.82
CC1(C)S[C@@H]2[C@H](NC(=O)C(C(=O)O)c3ccccc3)C(=O)N2[C@H]1C(=O)O (stereo partly specified),3,2,-4,0.94
O=C(CN1C(=O)C2C3C=CC(C3)C2C1=O)NC1CCCc2ccccc21 (stereo unspecified),-2,7,-10,0.98
CCCC1(C(=O)OCC)NC(c2ccc(N(C)C)cc2)C2C(=O)N(c3ccc(F)cc3)C(=O)C21 (stereo unspecified),2,4,-8,1.1
CN(Cc1ccc(-n2cccn2)cc1)C(=O)c1cnn2c1NC(c1ccco1)CC2C(F)(F)F (stereo unspecified),-3,10,13,1.1
COc1cc(OC)c(Nc2cc(C)nc3nc(C)nn23)cc1Cl,-2,9,2,1.1
COc1ccc(-n2nc(C(=O)N3CCCCC3)c3ccccc3c2=O)cc1,-7,7,8,1
COc1cccc(OCC(O)CN2CCC(Cc3ccccc3)CC2)c1 (stereo unspecified),16,9,-21,0.94
CC(=Nc1ccc(C)c(C)c1)C1=C(O)CCC1=O,3,3,-18,1.1
Cc1csc(NC(=O)c2ccco2)n1,-2,5,-12,0.96
COC(=O)c1cc2ccccc2c(=O)s1,2,16,-20,1
COC(=O)c1cc(-c2ccc(OC)c(OC)c2)n[nH]1,-3,4,-15,1
CN(c1ccc(OCc2nnc(-c3ccccc3)o2)cc1)S(=O)(=O)c1ccccc1,-10,5,3,1
Cc1cccc(N2CCN(C(=O)CCn3c(=O)[nH]c4ccccc4c3=O)CC2)c1C,4,2,5,1.1
COc1ccc(CN(C(=O)c2cccs2)c2nccs2)cc1OC,-8,3,-12,1
CCn1c(CC(C)C)n[nH]c1=S,1,5,-22,1
Cc1nc(N2CCOCC2)[nH]c(=O)c1CCC(C)C,2,13,-6,1
Oc1ccc(Cl)cc1-c1cc(-c2ccccc2)n[nH]1,0,5,-6,1.1
O=C(Nc1ccc(N2CCOCC2)cc1)Nc1ccc2nc(-c3ccco3)c(-c3ccco3)nc2c1,-16,11,11,1.1
Cc1cccc2c(=O)oc(-c3ccc4c(c3)C(=O)N(CC3CCCO3)C4=O)nc12 (stereo unspecified),-4,2,4,0.99
CCOc1ccc(C(=O)N2CCN(C(=O)c3ccco3)CC2)cc1OCC,4,11,-18,0.99
O=C(CCCCn1c(=O)c2ccccc2n(Cc2ccc(Cl)cc2)c1=O)NCc1ccco1,6,15,-15,1
COc1ccc(OC)c(C2C(C(=O)N(C)C)=C(C)Nc3nc4ccccc4n32)c1 (stereo unspecified),-1,11,-1,1.3
Cc1ccc(CCNC(=O)CCNS(=O)(=O)c2ccc3c(c2)c(=O)n(C)c(=O)n3C)cc1,4,7,-2,0.9
O=C1NCCN1C(=O)c1cccc(Cl)c1,5,7,-7,1
CCCCC(=O)c1c(O)c2ccccc2oc1=O,0,6,-4,1.1
CCn1ncc(C2=NOC(C(=O)NCc3ccccc3)C2)c1C (stereo unspecified),0,18,7,1
CCCSc1nnc(N2C(=O)CC(c3ccsc3)C3=C2CCCC3=O)s1 (stereo unspecified),2,6,8,1
Nc1ccc2[nH]ncc2c1,4,2,-16,1.2
Cc1ccc(CNC(=O)COC(=O)c2c(C)noc2C)cc1,16,4,-20,0.91
CS(=O)(=O)N(CC(=O)NCc1ccccn1)c1ccc2c(c1)OCCO2,4,9,-16,0.96
COc1cccc(-c2nn(C)c3sc(C(=O)NCc4ccco4)cc23)c1,-14,1,40,1.1
O=C(CCCn1c(=S)[nH]c2ccsc2c1=O)NCc1ccco1,2,21,-12,1.1
CCCCNC(=O)c1c(C)cc(=O)oc1C,2,3,-7,0.98
O=C(Nc1ccc(Br)cc1F)c1sccc1-n1cccc1,0,9,1,1
CCc1ccc(S(=O)(=O)NCc2csc(C)n2)s1,?,16,?,1.3

# Following part.
SMILES,VLA-4 allo ag,LNCaP diff act,VLA-4 antagonist,Autofluor Jurkat
CCc1cc(=O)oc2c(CN3CCN(C)CC3)c(O)c(Cl)cc12,5,13,-4,0.99
O=C(Nc1cccc(OCC(=O)N2CCOCC2)c1)C1CCCCC1,0,5,-6,1
Nc1nc2n(n1)C(c1ccco1)CC(c1ccc(F)cc1)N2 (stereo unspecified),4,2,0,0.97
CCOC(=O)c1c(C)[nH]c(C(=O)Cn2c(=O)c3c(ncn3CC)n(Cc3ccccc3)c2=O)c1C,1,0,16,1.2
CCOC(=O)N1CCC(N(C(=O)Nc2ccc(Cl)c(Cl)c2)C(C)CC)CC1 (stereo unspecified),-4,10,-8,1
C=CCC(Nc1ccco1)c1ccccc1 (stereo unspecified),0,21,-22,1.4
CCn1c(CCNC(=O)c2ccc(OC)c(OC)c2)nc2ccccc21,3,6,-19,1
CC1CCN(C(=O)CSc2ccc3nnc(-c4ccccc4)n3n2)CC1,?,2,?,1.2
Cc1oc(-c2ccccc2F)nc1CS(=O)(=O)CC(=O)N1CCc2ccccc21,-8,3,?,1
CCC(=O)c1cc(F)c(N2CCN(C(=O)c3ccco3)CC2)cc1C,2,4,-8,1
CCC(=O)Oc1ccc(C2N(C(=O)CC)CCN2S(=O)(=O)c2ccc(C)cc2)cc1OC (stereo unspecified),?,5,?,1.1
COc1ccc(C(=O)NCc2nnc(SCC(=O)N3CCc4ccccc43)o2)cc1OC,2,6,-2,0.93
COCCN1C(=O)c2oc3ccccc3c(=O)c2C1c1ccc(C(=O)OC)cc1 (stereo unspecified),-6,6,-4,1
COc1ccc(OC)c(C2SCCN2S(=O)(=O)c2cccc(C(F)(F)F)c2)c1 (stereo unspecified),-7,17,29,0.89
CN1CCc2c(sc3c2c(=O)n(-c2ccccc2)c2nnc(SCc4ccccc4)n32)C1,-1,26,-14,1.1
Oc1c(I)cc(Cl)c2cccnc12,2,1,-15,1.1
O=C(CCn1c(=O)[nH]c2ccsc2c1=O)N1CC(=O)N(CCc2ccccc2)C(=O)C1,7,3,-2,0.98
Cc1cc(C(=O)CSCc2nnc3n(CCC(C)C)c(=O)c4ccccc4n23)c(C)n1C,0,13,4,1
CCCS(=O)(=O)n1nc(-c2ccc(Br)cc2)cc1N,-6,11,17,1.1
Cc1ccc(SCCNS(=O)(=O)c2ccc(F)cc2)cc1,-14,9,43,1.1
Cc1cccn2c(=O)c3cc(C(=O)N4CCN(c5ccccc5)CC4)n(C)c3nc12,-1,5,4,1.2
Cc1cc(C)cc(-n2nnc(C(=O)NCc3ccccc3)c2N)c1,7,3,-19,0.97
CCCCN(C)CCn1c(=S)[nH]c2ccc(N3CCOCC3)cc2c1=O,-1,4,-4,1
COc1cccc(-n2nnc3c(=O)n(CC(=O)N4CCC(C)CC4)cnc32)c1,-2,1,-2,1
Cn1nc(-c2ccc(Cl)cc2)c2cc(C(=O)N3CCOCC3)sc21,?,8,?,1.2
CCOC(=O)C1CCCN(c2c(NCC3CCCO3)c(=O)c2=O)C1 (stereo unspecified),3,6,2,1
Cc1ccc(S(=O)(=O)c2c(C)nn(C(C)(C)C)c2OC(=O)C2CCCC2)cc1,?,1,?,1.1
CCn1c(=NC(=O)CSCC(=O)Nc2nccs2)sc2ccccc21,-2,14,0,0.95
COc1ccc(-c2ccc(C(=S)N3CCN(C(C)=O)CC3)o2)cc1,-15,14,8,1.2
CCOc1cc(C#N)c(NC(=O)Cn2nnc3ccccc32)cc1OCC,3,12,6,1

# Sorted by molar mass (lowest first): part of the list above
SMILES,VLA-4 allo ag,LNCaP diff act,VLA-4 antagonist,Autofluor Jurkat
Cc1cc(C)cc(-n2nnc(C(=O)NCc3ccccc3)c2N)c1,7,3,-19,0.97
CCOc1cc(C#N)c(NC(=O)Cn2nnc3ccccc32)cc1OCC,3,12,6,1
Cc1cc(C(=O)CSCc2nnc3n(CCC(C)C)c(=O)c4ccccc4n23)c(C)n1C,0,13,4,1
CCC(=O)Oc1ccc(C2N(C(=O)CC)CCN2S(=O)(=O)c2ccc(C)cc2)cc1OC (stereo unspecified),?,5,?,1.1

# Later entries:
SMILES,VLA-4 allo ag,LNCaP diff act,VLA-4 antagonist,Autofluor Jurkat
CCOC(=O)N1CCN(C(=O)CSc2nnc(-c3cccc(OC)c3)o2)CC1,-9,11,-9,1.1
CCOC(=O)c1c(C)c(C(=O)NCCOC)c(C)n1CC,?,13,?,1.3
O=C(CN1C(=O)C2C3C=CC(C3)C2C1=O)NCCN1CCCc2ccccc21 (stereo unspecified),0,9,-6,1
O=C(CCn1c(=O)oc2ccccc21)N1CCOCC1,-15,8,-10,1
CCCC(=O)Nc1ccc(NC(=O)c2ccccc2OC)cn1,-2,6,-22,0.95
CC1CCN(S(=O)(=O)c2ccc3c(c2)c(=O)c(C(=O)N2CCCCC2)cn3C)CC1,-3,10,-8,1.1
Cc1nc2c3cnn(-c4ccccc4)c3ncn2n1,4,.,-6,1.2
COC(=O)CCn1nnc(-c2ccc(C)cc2)n1,3,11,4,1
COCCOC(=O)C1=C(C)NC(=O)CC1c1cc2c(cc1Br)OCO2 (stereo unspecified),6,3,-21,0.99
CCCCCc1c(C)nc(Nc2nc(C)c3cc(OC)ccc3n2)[nH]c1=O,3,1,-10,1.1
CCn1cc(C2=NCC(C)O2)c2ccccc21 (stereo unspecified),2,19,-3,1.1
CCCOC(=O)C1=C(C)NC2=C(C(=O)C(C(=O)OC)C(C)C2)C1c1ccc(N(CC)CC)cc1 (stereo unspecified),?,1,?,1.1
CCOc1cc2[nH]c(=O)n(Cc3cccc(OC)c3)c(=O)c2cc1OCC,2,11,2,1
COc1ccc(OC)c(C2CC(=O)c3c([nH]c(C(=O)OC(C)C)c3C)C2)c1 (stereo unspecified),2,23,7,1

# An excerpt. The share of hits here may be higher or lower than overall.
